High-throughput results (PubChem)
APP 5'UTR act = activates APP 5'UTR luciferase reporter. SH-SY5Y APP 5'UTR luciferase reporter, luminescence; zero percent = DMSO vehicle wells. activation, % at 2 µM. 1% of 190,000 active. AID 1276;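 active means activation above a set limit, based on mean plus 3 SD of controls, cut at about 140% in these data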; further: values of inactives mirror those of a sister screen read the other way
Hsp70 act = switches on Hsp70 transcription. HeLa Hsp70 promoter luciferase reporter, luminescence; scaled: vehicle 0, proteasome-inhibitor control 100%. activation, % at 10 µM. 0.04% of 200,000 active. AID 1203;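 active means activation above the mean across all tested compounds plus 3 SD, cutoff set per campaign, cut at about 5.5% in these data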;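 further: 100% = MG132 at 30 µM as the positive control and 0% = DMSO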
Efa HMGR inh = E. faecalis class II HMG-CoA reductase inhibition | purified E. faecalis HMGR, NADPH absorbance 340 nm kinetic | inhibition, % at 10 µM | 0.41% of 190,000 active | AID 1066;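 active means inhibition above a set limit, the median over all tested compounds plus 3 SD, cut at about 9.5% in these data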;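 further: enzyme runs in reverse so mevalonate oxidation gives rising NADPH absorbance; 0% = complete reaction with DMSO and 100% = background rate lacking mevalonate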
NF-kB neuron act = raises NF-kB expression in human neuronal cells; NF-kB reporter expression; hits give high values; fold change at 12.5 µM; 1.6% of 190,000 active; in the data active means fold change above about 3.3
G6PDH counter = counter-screen for G6PDH assay hits: L. mesenteroides G6PDH inhibition. Purified L. mesenteroides G6PDH, diaphorase/resazurin coupled fluorescence, 45 min. inhibition, % at 5 µM. 0.12% of 200,000 active; in the data active means inhibition above about 50%
FLuc act counter = affects firefly luciferase, flagging false hits in luciferase stimulation screens; P08659; ATPlite luciferase biochemical, luminescence, 10 min; 0 = ATP-free wells, 1 = DMSO control; activation factor at 10 µM; 200,000 tested, under 10 active;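 active means luciferase activation factor, scaled between plate controls, of at least 2 with compound at 10 µM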
Target sequence (P08659 whole entry, looked up): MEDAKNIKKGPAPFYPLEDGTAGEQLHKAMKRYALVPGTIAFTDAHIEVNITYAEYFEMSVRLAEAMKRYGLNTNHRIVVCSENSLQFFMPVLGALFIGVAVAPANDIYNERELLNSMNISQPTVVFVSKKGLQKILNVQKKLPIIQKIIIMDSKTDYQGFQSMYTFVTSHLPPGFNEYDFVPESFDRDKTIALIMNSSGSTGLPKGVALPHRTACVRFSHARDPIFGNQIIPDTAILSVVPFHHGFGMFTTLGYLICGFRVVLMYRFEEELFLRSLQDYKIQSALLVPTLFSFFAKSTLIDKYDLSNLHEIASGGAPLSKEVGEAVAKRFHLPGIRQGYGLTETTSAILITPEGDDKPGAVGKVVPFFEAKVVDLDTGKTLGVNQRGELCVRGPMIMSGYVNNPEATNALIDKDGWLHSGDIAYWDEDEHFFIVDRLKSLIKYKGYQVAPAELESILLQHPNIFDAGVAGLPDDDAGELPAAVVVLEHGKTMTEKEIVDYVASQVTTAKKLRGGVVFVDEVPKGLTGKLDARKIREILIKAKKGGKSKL
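System: Luciferase/luciferin detection reagent, cell-free biochemical luciferase assay | Medium: PBS buffer for ATP | Dosing: Test compounds dosed from 2 mM stocks in 100% DMSO | Timing: 10 min at ambient temperature | Signal: Luminescence measurement of luciferase light output | Evaluation: Luciferase activation, seen as luminescence increase over controls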
FLuc inhib CS = Photinus pyralis luciferase inhibition counter-screen; P08659; ATPLite firefly luciferase biochemical luminescence, 10 min; inhibition, % at 10 µM; 1.5% of 200,000 active;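 active means inhibition above about 50% when tested at 10 µM, limit read from the data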
STAT1 act = increases IFN-gamma driven STAT1 reporter signal | NIH 3T3 STAT1-luciferase reporter, luminescence; 100% = IFN-gamma alone, no compound | activation (% of control), % at 5.5 µM | AID 932 | 2.6% of 200,000 active;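 active means activation above the screen-wide mean activation plus 3 SD, cut at about 130% in these data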;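 further: raw ratio to IFN-gamma control signal so 100% means no change and 0% no light; values of inactives mirror those of a sister screen read the other way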
APP 5UTR inh = APP translation inhibition; inhibition, % at 2 µM; 0.82% of 190,000 active; SH-SY5Y APP 5'UTR-luciferase reporter, luminescence;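 active means inhibition above a set limit, derived from the sample mean plus 3 SD, cut at about 45% in these data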; further: values of inactives mirror those of a sister screen read the other way
DTT redox prof = compounds producing H2O2 with reducing agent – biochemical, NIH compound library profiling, artefact control for MLSCN library redox annotation, primary screen; DTT-dependent redox cycling H2O2, phenol red/HRP absorbance; 100% = 100 µM peroxide control, 0% = buffer; activation, % at 10 µM; 0.03% of 200,000 active; AID 878;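 active means activation of at least 50% relative to the plate's high and low controls in the primary single-dose screen; inactive means activation below 50%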;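 further: compound incubated with DTT at 0.8 mM final as the reducing agent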
* marks the source's active call; other numbers are inactive results; / = no result given.

SMILES	APP 5'UTR act	Hsp70 act	Efa HMGR inh	NF-kB neuron act	G6PDH counter	FLuc act counter	FLuc inhib CS	STAT1 act	APP 5UTR inh	DTT redox prof
Cc1cccc2cc(C#N)c(N3CCCC3)nc12	-20.6	-0.2	-8.5	0.74	-0.8	1.1	-8.0	92.3	20.6	0.1
O=C(NCc1cccc(C(F)(F)F)c1)c1cc(Cl)ccc1Cl	/	-0.2	4.1	1.27	7.6	1.1	-5.1	93.5	/	-0.1
CSc1nc(SCC(=O)NCc2ccco2)c2c3c(sc2n1)CN(C)CC3	-11.4	-0.3	-7.3	1.12	/	/	/	96.3	11.4	0.0
O=C(c1cccnc1)N1CCN(S(=O)(=O)c2ccc(Cl)cc2)CC1	-1.7	1.1	-4.3	1.02	-0.7	1	-0.2	95.8	1.7	0.9
COc1ccc(CCNC(=O)COC(=O)c2ccc(Br)o2)cc1	-7.5	-0.2	-0.2	1.12	-3.6	1	-4.5	92.5	7.5	-0.5
O=C(Nc1cccc(C(F)(F)F)c1)N(Cc1ccc(Cl)cc1)CC(O)C(F)(F)F (centres undefined)	-0.3	-0.3	2.1	1.05	14.1	1	-1.4	101.7	0.3	-6.0
COc1ccc(C(=O)NC(=S)NNC(=O)c2cnccn2)cc1	-22.0	-0.3	1.5	1.8	-3.2	1	3.9	104.5	22.0	-0.6
Fc1ccc(N/N=C/c2ccc(N3CCOCC3)cc2)c(F)c1	92.3	-0.1	0.4	3.57*	-9.5	0.9	14.9	131.1*	-92.3	-2.2
Oc1ccccc1CN(Cc1ccco1)CC(O)COCc1ccc(Cl)cc1 (centres undefined)	2.6	-0.2	-5.5	0.8	7.1	1	-1.0	99.2	-2.6	-0.5
CCC1(C)Cc2c(sc3nnn(CC(=O)Nc4ccccc4C)c(=O)c23)CO1 (centres undefined)	-4.1	0.0	3.6	1.01	1.3	1	-2.6	103.3	4.1	-7.0
CN(C)CCCn1c(SCCN2C(=O)c3ccccc3C2=O)nc2ccccc2c1=O	14.4	-0.1	0.9	0.95	2.2	1.1	-5.8	96.1	-14.4	0.6
COCCn1c(C)cc(C(=O)COC(=O)c2cc3c(s2)CCC3)c1C	17.5	0.3	2.2	1.03	2.8	1.1	-5.6	135.9*	-17.5	-1.2
O=C(CN1C(=O)S/C(=C/c2ccc(N3CCOCC3)cc2)C1=O)N1CCOCC1	37.6	-0.1	2.5	1.58	2.9	0.2	75.6*	113.2	-37.6	0.4
Cc1cccc(NS(=O)(=O)c2ccc(Br)s2)n1	-13.1	0.1	-0.9	0.93	2.9	1	-4.4	86.6	13.1	0.2
c1ccc(-n2nnnc2-n2nnc3ccccc32)cc1	30.6	-0.1	-4.0	0.92	2.2	1.1	-7.8	97.8	-30.6	-0.7
Nc1ccc(-c2nc3c(Cl)cc(N)cc3[nH]2)cc1	-63.2	-0.4	2.9	0.38	0.7	0.7	31.3	62.3	63.2*	3.2
COc1cc(OC)c(OC)cc1CNCCSc1nnnn1C	9.4	0.1	1.4	1.01	27.6	1.1	-8.8	105.8	-9.4	-0.4
CC(OC(=O)c1ccc2c(=O)n3c(nc2c1)CCC3)C(N)=O (centres undefined)	20.1	0.1	-6.2	1.05	8.1	1	-3.3	105.6	-20.1	-0.7
CCCNC(=O)COC(=O)c1cc(-c2ccc(OC)cc2)nc2ccccc12	-4.6	-0.1	-6.4	0.82	1.0	0.8	18.7	81.0	4.6	-0.1
Cc1sc2ncn(CC(=O)NCCCC(=O)N3CCN(c4ncccn4)CC3)c(=O)c2c1C	2.0	-0.3	-4.9	0.98	14.0	1	-2.3	100.2	-2.0	1.7
COc1ccc(N(C(=O)c2ccco2)C(C(=O)NC2CCCC2)c2ccc(N(C)C)cc2)cc1OC (centres undefined)	-3.5	-0.2	-0.2	1.39	3.5	1.1	-7.7	91.0	3.5	2.7
COc1cccc(/C=c2\s/c(=C/C(=O)c3ccc(C)cc3)[nH]c2=O)c1OC	-17.6	-0.2	-3.0	1.65	-12.7	1	-4.3	85.2	17.6	0.1
CC(C)Oc1ccc(/C=C(\NC(=O)/C=C/c2ccco2)C(=O)NCCc2nc3ccccc3[nH]2)cc1	14.9	-0.1	5.6	0.32	-30.6	1	-0.5	96.4	-14.9	0.3
O=C(c1ccco1)c1cn[nH]c1-c1ccc(Cl)cc1O	7.0	-0.6	4.9	0.83	10.4	1.1	-6.4	101.3	-7.0	-0.3
CC(=O)c1ccc(NS(=O)(=O)c2ccc(CC(C)C)cc2)cc1	2.9	0.0	-4.1	1.17	13.3	1	3.7	91.5	-2.9	0.8
CCOC(=O)c1c(C)[nH]c(C(=O)CSc2nnc(CC(C)c3ccccc3)o2)c1C (centres undefined)	3.3	-0.2	2.0	0.95	-1.8	1.1	-6.5	105.3	-3.3	-1.2
COC(=O)c1ccc(N2C(=O)c3ccc(OC)c(OC)c3C2=O)cc1	8.6	1.3	/	/	-4.3	1	-1.1	99.8	-8.6	-0.1
CC(C)c1ccc(NC(=O)C[n+]2ccn(C3=C([O-])c4ccccc4C3=O)c2)cc1	21.7	-0.2	-1.4	1.41	1.5	1	-2.3	97.1	-21.7	-1.4
Cc1ccc(N2CC(C(=O)NCCC(C)C)CC2=O)cc1 (centres undefined)	8.1	0.0	-4.2	1.23	2.5	1.1	-5.9	98.8	-8.1	1.1
O=[N+]([O-])c1cc(C(F)(F)F)ccc1SCC(O)CO (centres undefined)	-3.8	-0.5	-5.3	1.28	8.4	1	-3.7	112.1	3.8	-0.9
O=C(Nc1ccc(F)cc1)c1sc(Cl)nc1-c1ccccc1	-7.4	-0.6	-4.4	0.9	9.8	1.1	-9.0	99.3	7.4	-0.1
O=C(OCc1nnc(-c2ccccc2)o1)c1ccccc1	-7.0	-0.2	-12.0	1	1.7	1	0.5	97.9	7.0	0.4
CCCc1cc(C(=O)NCc2ccc(OC)cc2)no1	13.6	-0.1	-0.4	1.52	1.8	1	1.8	111.6	-13.6	-0.9
COC(=O)c1c(NC(=O)COc2ncnc3ccccc23)sc(C)c1C	-1.8	-0.3	-2.4	0.89	-12.5	1.1	-11.5	102.6	1.8	0.0
N#Cc1ccccc1Sc1ccccc1C(=O)OCc1nnc(-c2ccccc2)o1	-7.2	0.0	-4.1	1.15	1.5	1	-3.2	100.8	7.2	1.5
Cc1ccc(CNC(=O)Cn2cc(C(F)(F)F)ccc2=O)cc1	-10.2	-0.1	-4.4	1.33	5.1	1	-1.4	95.2	10.2	-0.5
CC(C)c1ccc(/C=C/C(=O)Nc2nncs2)cc1	134.3	-0.1	5.5	7.03*	-1.5	0.4	58.9*	144.7*	-134.3	-0.3
Cc1ccc(OCC(=O)N/N=C/c2c[nH]c3ccccc23)c([N+](=O)[O-])c1	-3.9	-0.3	-7.7	1.23	0.7	1	-4.7	99.2	3.9	0.8
COc1ccc(-c2nc(C#N)c(N3CCC(C(N)=O)CC3)o2)cc1	3.4	0.1	-1.5	0.86	4.6	1	-1.8	111.0	-3.4	0.1
CCOC(=O)NC(=O)CSc1nnnn1-c1ccc(C)cc1	6.4	-0.3	-4.6	1.35	2.0	1.1	-7.6	98.0	-6.4	-1.5
COC(=O)c1ccc(C)c(NC(=O)Cn2cnc3ccccc3c2=O)c1	-9.4	0.2	-9.0	1.05	2.4	1	-0.8	99.3	9.4	-3.2
O=C(Nc1ccc(Br)cc1)c1ccc(N2C(=O)C3CC=CCC3C2=O)cc1 (centres undefined)	-11.2	-0.3	-0.4	1.02	-5.0	0.8	22.9	105.6	11.2	0.2
O=C(NCc1ccccc1)C1CCC(CNc2c(N3CCCCC3)c(=O)c2=O)CC1 (centres undefined)	11.8	-0.1	-1.6	0.9	8.7	1	-2.4	105.5	-11.8	0.2
CCOC(=O)c1sc(NC(=O)c2cccc(S(=O)(=O)N(CC)CC)c2)cc1C	/	-0.3	-5.2	1.3	6.6	1	-4.1	96.2	/	0.1
Cc1cc(OCCn2cnc3ccccc3c2=O)cc(C(C)C)c1	-23.5	-0.2	-3.7	1.51	15.9	1	-3.8	107.9	23.5	-0.4
Cc1csc(NC(=O)C2CCCN2C(=O)OCC(C)C)n1 (centres undefined)	2.7	-0.2	-3.9	1.49	7.6	1	-0.9	101.2	-2.7	1.8
Clc1cccc(N2CCN(c3nnnn3-c3ccccc3)CC2)c1	-4.6	1.6	5.9	1.17	-0.2	1	-2.8	100.1	4.6	-0.6
N/C(=N\OC(=O)CCCCCN1C(=O)c2ccccc2C1=O)c1ccccc1	4.7	-0.1	1.7	1.2	-2.1	1	0.1	110.4	-4.7	-0.2
CC(=O)Nc1ccc(C(=O)N/N=C/C2CC3C=CC2C3)cc1 (centres undefined)	-5.5	-0.1	-2.2	1.01	3.7	1	1.7	101.6	5.5	0.2
O=C1NC2CCCCC2NC1CC(=O)N1CCN(c2ccccc2)CC1 (centres undefined)	-5.0	0.6	/	/	/	/	/	100.8	5.0	4.9
Cc1ccc(S(=O)(=O)Cn2nnnc2C(CC(C)C)N2CCN(C(=O)c3ccco3)CC2)cc1 (centres undefined)	-1.2	-0.3	-10.8	1.16	5.3	1.1	-7.2	93.4	1.2	-0.1
OCCCNc1nc(-c2ccc(Br)cc2)nnc1-c1ccc(Cl)cc1	-15.1	-0.1	-0.6	1.05	-2.8	1	-4.8	99.8	15.1	0.9
